Compound activity from PubChem BioAssay.
PMI activator = activators of human PMI, primary screen, biochemical, fluorescence intensity, near-Km mannose 6-phosphate | AID 1214, 2008 | purified human PMI, coupled resazurin fluorescence, 20 min; stronger effect = higher value; 1 = vehicle control, 0 substrate-free wells | 190,000 compounds, 0.005% hits | activation factor at 20 µM;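 active = activation factor of 2 or more at 20 µM, relative to plate controls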
Target sequence (P34949 whole entry, looked up): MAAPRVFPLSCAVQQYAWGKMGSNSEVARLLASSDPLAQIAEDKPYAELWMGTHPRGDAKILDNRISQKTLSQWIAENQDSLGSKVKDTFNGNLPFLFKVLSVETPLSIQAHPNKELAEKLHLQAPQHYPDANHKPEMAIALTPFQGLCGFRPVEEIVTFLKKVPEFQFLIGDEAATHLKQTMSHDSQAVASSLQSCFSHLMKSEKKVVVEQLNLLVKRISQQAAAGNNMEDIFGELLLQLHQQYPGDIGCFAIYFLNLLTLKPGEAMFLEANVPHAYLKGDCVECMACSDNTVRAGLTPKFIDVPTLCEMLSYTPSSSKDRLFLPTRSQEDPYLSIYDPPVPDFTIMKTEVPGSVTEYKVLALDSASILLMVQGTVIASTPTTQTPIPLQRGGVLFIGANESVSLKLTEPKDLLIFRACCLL
TNAP inh no acc = human TNAP enzyme inhibitors, primary screen, biochemical, luminescent, no phosphate acceptor, uHTS; AID 1012, 2008; 200,000 compounds, 0.26% hits; inhibition, % at 20 µM; purified TNAP, CDP-star luminescence, 30 min; Alkaline phosphatase, tissue-nonspecific isozyme (Homo sapiens), P05186;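 active = tissue-nonspecific alkaline phosphatase inhibition above about 50% at 20 µM in the single-dose screen, limit read from the data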;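 also: 0% = DMSO negative control and 100% = EDTA positive control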
Diaph act CS = compounds boosting diaphorase resazurin reduction – biochemical, uHTS, resorufin fluorescence, counter-screen for diaphorase-coupled primary assays, primary screen. AID 1229, 2008. 190,000 compounds, 0.005% hits. Diaphorase/resazurin coupled assay, 16 min; stronger effect = higher value; 1 = vehicle wells, 0 = NADH-free wells. activation factor at 20 µM;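 active = diaphorase activity raised at least twofold by the compound at 20 µM; inactive = activation factor below 2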
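Material: purified diaphorase enzyme from Clostridium kluyveri; Also added: 0.114 mM NADH and 0.1 mM resazurin, final amounts; Doses: single compound dose of 20 µM, 1% DMSO final; Times: 16 min enzyme reaction, ambient temperature; Detection: resorufin fluorescence, excitation 544 nm, emission 590 nm; Measure: increased resorufin signal from activators or reducing compounds.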
FLuc act counter = FLuc activators, initial screening, artefact control for FLuc-dependent activation tests, biochemical, ATPlite luminescence | Luciferin 4-monooxygenase (Photinus pyralis), P08659 | ATPlite luciferase biochemical, 10 min; 0 = ATP-free wells, 1 = DMSO control | activation factor at 10 µM | 200,000 tested, under 10 active | AID 1027, 2008;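 active = luciferase activation factor, scaled between plate controls, of at least 2 with compound at 10 µM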
Target sequence (P08659 whole entry, looked up): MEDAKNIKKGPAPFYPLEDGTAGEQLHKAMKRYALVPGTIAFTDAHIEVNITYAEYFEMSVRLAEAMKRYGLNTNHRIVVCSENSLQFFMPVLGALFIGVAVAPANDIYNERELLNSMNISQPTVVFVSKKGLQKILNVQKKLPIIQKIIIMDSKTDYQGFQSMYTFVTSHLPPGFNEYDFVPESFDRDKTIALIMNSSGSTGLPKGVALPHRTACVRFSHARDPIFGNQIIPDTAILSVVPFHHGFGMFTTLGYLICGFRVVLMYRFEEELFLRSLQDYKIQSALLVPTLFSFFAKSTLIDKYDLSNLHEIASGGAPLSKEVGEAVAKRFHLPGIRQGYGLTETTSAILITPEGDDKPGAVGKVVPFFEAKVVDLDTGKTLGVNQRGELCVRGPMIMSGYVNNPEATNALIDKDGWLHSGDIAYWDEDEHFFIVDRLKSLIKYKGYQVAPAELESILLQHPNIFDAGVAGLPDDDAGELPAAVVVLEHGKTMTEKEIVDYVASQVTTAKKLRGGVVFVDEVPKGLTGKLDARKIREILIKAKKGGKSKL
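System: cell-free luciferase reagent; medium: PBS as buffer for the ATP substrate; doses: test compounds dosed from 2 mM stocks in 100% DMSO; incubation: 10 min, room temperature; measured by: luminescence from luciferase reaction; read-out: luciferase activation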
TNAP inh hiacc = human TNAP enzyme inhibitors, primary screen, biochemical, luminescent, high phosphate acceptor level, uHTS. Alkaline phosphatase, tissue-nonspecific isozyme (Homo sapiens), P05186. purified TNAP, CDP-star luminescence, 1 M DEA. inhibition, % at 20 µM. 200,000 compounds, 0.03% hits;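 active = over 50% inhibition of tissue-nonspecific alkaline phosphatase at 20 µM in the single-dose screen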;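 also: plate controls were DMSO wells for no effect and EDTA-quenched wells as full inhibition for full effect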
Efa HMGR inh = inhibitors of E. faecalis class II HMGR, primary screen, biochemical, Enterococcus faecalis; 190,000 compounds, 0.41% hits; inhibition, % at 10 µM; HMG-CoA reductase (Enterococcus faecalis, mvaE); purified E. faecalis HMGR, NADPH absorbance 340 nm kinetic; AID 1066, 2008;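 active = inhibition above a set limit, the median over all tested compounds plus 3 SD, cut at about 9.5% in these data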;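 also: enzyme runs in reverse so mevalonate oxidation gives rising NADPH absorbance; 0% = complete reaction with DMSO and 100% = background rate lacking mevalonate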
G6PDH CS = L. mesenteroides G6PDH inhibitors, counter-screen for G6PDH-coupled screening assays, biochemical, Leuconostoc mesenteroides enzyme; glucose-6-phosphate dehydrogenase [Leuconostoc mesenteroides]; Purified L. mesenteroides G6PDH, diaphorase/resazurin coupled fluorescence, 45 min; inhibition, % at 5 µM; 200,000 compounds, 0.12% hits; AID 1020, 2008; in the data active = inhibition above about 50%
Diaph inh CS = diaphorase inhibitors and chemical oxidizers, primary screen, counter-screen for diaphorase-coupled primary assays, biochemical, uHTS, resorufin fluorescence | 190,000 compounds, 0.69% hits | inhibition, % at 20 µM | diaphorase resazurin-to-resorufin fluorescence, NADH, 16 min; bacterial (C. kluyveri) enzyme, not human;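 active = primary screen inhibition at 20 µM above a set limit, cut at about 50% in these data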;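 also: plate controls were DMSO with full reaction for no effect and wells lacking NADH for full effect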
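Benchmarks: positive control wells lacking NADH, neutral wells with DMSO only. System: bacterial diaphorase enzyme (C. kluyveri). Input: 0.14 U/mL diaphorase, enzyme working solution. Detection: resorufin fluorescence, excitation 544 nm, emission 590 nm. Times: 16-min room-temperature incubation before reading.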
PMI act satM6P = human PMI activators, high substrate, primary screen, biochemical, fluorescence intensity, near-saturating mannose 6-phosphate | Mannose-6-phosphate isomerase (Homo sapiens), P34949 | coupled PMI enzyme assay, resazurin fluorescence, 20 min; stronger effect = higher value; 1 = untreated enzyme, 0 = substrate-free blank | activation factor at 20 µM | 190,000 compounds, 0.34% hits | AID 1216, 2008;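 active = activation factor of 2 or more at 20 µM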
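Test system: human phosphomannose isomerase with PGI, G6PDH, diaphorase coupling enzymes; amount: 15 ng/mL PMI; incubation: enzyme reaction with compound 20 min at room temperature; technique: resorufin fluorescence (Ex 544/Em 590 nm) from resazurin via diaphorase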
TNAP act hiacc = TNAP activators at high phosphate acceptor level, primary screen, biochemical, luminescence, uHTS; activation factor at 20 µM; 200,000 tested, under 10 active; purified TNAP, CDP-star luminescence, 1 M DEA, 30 min; stronger effect = higher value; 0 = EDTA background, 1 = DMSO-only activity; Alkaline phosphatase, tissue-nonspecific isozyme (Homo sapiens), P05186;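 active = activation factor at least 2 at 20 µM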
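Assay system: human TNAP; Input: enzyme diluted 1/800 final; Reagent: CDP-star luminogenic substrate at 100 µM final; Timing: 30 min, room temperature; Signal: luminescence; Evaluation: TNAP activation factor scaled between EDTA and DMSO control wells.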
* hit, by the source's call; . = no result given. The order is random; about 1.7% have a hit in one of these screens.

SMILES	PMI activator	TNAP inh no acc	Diaph act CS	FLuc act counter	TNAP inh hiacc	Efa HMGR inh	G6PDH CS	Diaph inh CS	PMI act satM6P	TNAP act hiacc
O=C(O)c1ccc2c(c1)C(=O)N(NC(=O)c1ccccc1)C2=O	1	-12	0.9	1	-6	-2	-3	14	1	1.1
CC1CCc2c(sc(NC(=O)COC(=O)c3ccccc3NCc3ccco3)c2C#N)C1 (stereo not drawn)	1	3	1	0.9	26	-1	-4	0	1	0.7
Cc1cc(NC(=O)CCSc2ccc(Cl)cc2)no1	1	-4	1	1.1	-6	-2	7	-3	1	1.1
CCC(=O)NNc1cc(=O)c2c(=O)n(C)c(=O)n(C)c2[nH]1	0.8	-6	0.9	1	-2	0	10	12	0.8	1
Cc1ccc(C(=O)NCC(=O)OCC(=O)Nc2ncc(C(F)(F)F)cc2Cl)cc1	0.9	-21	0.9	1	2	4	-8	10	1	1
C/C(N)=C(/C#N)C(=O)CSc1nnc(NC(C)C)s1	1	-8	0.8	1	0	-5	2	19	0.9	1
Cc1cccc(C(C)C)c1NC(=O)c1ccc(CN(c2ccccc2)S(=O)(=O)c2ccccc2)cc1	1	-15	1.1	1	-3	4	-9	-6	1	1
Cc1nc2ccccc2c(=O)n1NC(=O)c1ccc(F)cc1Cl	1	-12	1	1	-2	-3	-4	2	1.1	1
O=C(NNC(=O)c1cccs1)c1ccc([N+](=O)[O-])cc1	1	5	1	0.9	4	-4	12	0	1	1
Cc1ccc2onc(CC(=O)O)c2c1	1.2	2	0.8	1	0	1	4	16	1.2	1
Cc1cc2c(cc(C(=O)OC(C(=O)NCc3ccco3)C(C)C)n2C)o1 (stereo not drawn)	1	-4	0.8	1	2	-9	-1	16	0.9	1
CCOC(=O)C1C(=O)C=C(c2ccc(C)cc2)CC1c1ccccc1 (stereo not drawn)	0.8	1	0.8	1	-1	0	12	16	0.8	1
N#C/C(=C\c1ccc(-c2ccccc2[N+](=O)[O-])o1)C(=O)Nc1nc(-c2cccs2)cs1	0.7	25	0.7	1.1	24	3	-2	32	0.5	0.8
Nc1ccccc1OCP(=O)(c1ccccc1)c1ccccc1	1	-8	0.9	1.1	-4	-4	9	7	1	1
O=C(NC1CCCCC1)C(c1ccco1)N(C(=O)c1csnn1)C1CCCC1 (stereo not drawn)	1	-9	1	1	-2	0	14	4	1	1
Nc1ccc2c(c1)N1CCN=C1S2	0.9	-3	1	1	-3	0	6	1	0.7	1
O=C(CCn1nc(-c2ccccc2)c2ccccc2c1=O)NCC1CCCO1 (stereo not drawn)	1	-7	0.9	1	-4	-5	11	10	1	1
Cc1ccc(C)c(NC(=O)CS(=O)(=O)c2c[nH]c3ccccc23)c1	0.9	-5	0.8	1.1	-5	0	4	17	0.9	1
Cc1nn(Cc2ccccc2Cl)c(C)c1NC(=O)/C=C/c1cnn(C)c1	1	-8	1	1.1	1	5	6	4	1	1
CCn1c(C)nc2cc(-c3nnc(-c4c(-c5ccccc5)noc4C)o3)ccc21	0.9	-9	0.7	1	-7	-5	-4	30	0.9	1.1
CCCCCn1cnc2sc(-c3ccccc3)cc2c1=O	1	6	1	1	-4	-10	9	-3	1	1
Cc1noc(C)c1CSc1nc2ccccc2c(=O)n1-c1ccc(F)cc1F	0.8	-1	0.8	1	4	-4	9	24	0.8	1
COc1ccc(-c2nc(NC(=O)Cn3c(=O)oc4ccccc43)sc2C)cc1	0.7	0	0.8	1	5	-3	-3	16	0.8	0.9
O=C(Cc1ccccc1)N1CCC(C(=O)N2CCN(c3ccc(F)cc3)CC2)CC1	0.9	-12	0.8	1	-6	-5	5	20	0.9	1.1
O=C(Nc1ccc2c(c1)OCO2)c1ccc(Br)s1	0.9	-13	0.8	0.4	-6	-3	1	20	0.9	1.1
COC(=O)c1ccccc1NC(=O)CNc1cc(OC)c(OC)cc1C	0.9	-9	0.8	1	2	3	-14	17	0.7	1
CCOc1cccc(C(=O)NC(c2ccccc2)C(C)C)c1 (stereo not drawn)	0.8	-9	0.9	1	-4	-3	21	15	0.8	1
Cc1[nH]c2ccc(F)cc2c1CCN(Cc1ccncc1)C(=S)Nc1cccc(F)c1	0.9	1	1	1	-4	2	8	-2	0.9	1
CSCCC1NC(=O)N(CC(=O)Nc2cccc3ccccc23)C1=O (stereo not drawn)	1	-11	1.1	1.1	-5	-4	-6	-5	1.1	1
COC(=O)C1=C(C)NC(C)=C(C(=O)OC)C1c1ccccc1OCc1c(C)no[n+]1[O-]	1	-13	0.9	1	-7	-1	9	5	1.1	1.1
O=C(Nc1ccc2c(c1)OCCO2)c1cncc(Br)c1	1	-14	0.9	0.3	-7	0	-2	5	1	1.1
Cc1ccccc1NC(=O)Cc1nnc(SCC(=O)c2ccc(Br)cc2)n1C	1	-7	1	1	-3	-1	8	0	1.1	1
FC(F)(F)C1=CC(c2ccccc2)=NCCN1	1	-7	1	1	-5	-4	9	-1	1	1
COc1ccc(NC2=CC(c3ccc(OC)cc3)N(c3ccc(OC)cc3)C2=O)cc1 (stereo not drawn)	1	-11	0.9	1.1	-5	2	1	7	0.9	1.1
Cc1ccc(S(=O)(=O)/C(C#N)=C/c2c(N3CCOCC3)nc3ccccn3c2=O)cc1	1	1	0.9	1	0	2	0	12	1	1
N#Cc1c2ccc(O)cc2n2ccccc12	0.7	-14	0.6	1	-1	0	35	40	0.4	1
O=C(Nc1ccccc1Br)c1ccc(OC(=S)N2CCOCC2)cc1	.	-6	.	1	-2	-4	20	.	.	1
CCn1c(=N)n(CC(=O)OC)c2ccccc21	1	0	1	1.1	-9	1	0	4	1	1.1
CCn1nc(C)c(CN2CCN(Cc3ccsc3)C(CCO)C2)c1C (stereo not drawn)	1	-12	0.9	1.1	-10	-5	12	11	1	1.1
CC(C)C(=O)N1CCN(c2nc(-c3ccc(Cl)cc3)cs2)CC1	1	-3	0.8	0.9	-6	-5	7	15	1	1.1
CC(=O)Nc1ccc(S(=O)(=O)Nc2nnc(C3CCCCC3)s2)cc1	1	-2	0.9	1.2	-4	-5	17	9	1	1
CC1=C(C(=O)Nc2cc(C)ccc2C)C(c2cccs2)NC(=S)N1 (stereo not drawn)	0.9	-2	0.9	1	0	-3	6	9	1	1
COc1ccc(C(=O)N2CCN(c3c(C)cccc3C)CC2)cc1OC	1.3	-8	0.9	1	0	2	0	10	1.2	1
CC(C)CCn1c(CN2CCN(Cc3ccccc3)CC2)nc2c1c(=O)[nH]c(=O)n2C	0.8	2	0.8	1	1	-2	4	22	0.9	1
O=C(NCc1ccc2c(c1)OCO2)c1ccc(N2C(=O)C3CCCCC3C2=O)cc1 (stereo not drawn)	1	-6	1	1	-2	1	-4	2	1.1	1
CCC(CO)NCc1ccc2c(c1)n(C)c(=O)n2C (stereo not drawn)	1	-15	0.9	1.1	-8	0	7	10	1	1.1
O=C(OCc1ccc([N+](=O)[O-])cc1)c1ccc(N2CCCC2)c([N+](=O)[O-])c1	1	-4	0.8	1	0	-8	-8	16	1	1
O=C(COC(=O)COc1cccc(F)c1)NCCC1=CCCCC1	1.1	-11	1	1.1	-7	5	-3	4	1	1.1
Clc1ccc(-c2nc3cnccn3c2NC2CCCC2)cc1	0.9	-13	0.8	1.1	-14	-4	5	20	1	1.1
Cc1ccc(S(=O)(=O)N2CCCC(C(=O)N3CCCc4ccccc43)C2)cc1 (stereo not drawn)	0.9	-5	0.9	1.1	0	-2	5	8	1	1
Cc1ccc(S(=O)(=O)Nc2cccc(-c3ccc4nnc(C)n4n3)c2)s1	1.1	-13	1	1.1	-3	-1	1	2	1.1	1
COc1ccc(CCc2nnc(CCC(=O)NCc3cc(C(C)C)no3)o2)cc1	.	-9	.	1.1	0	-4	8	.	.	1
CCCOc1ccc(C2C(=O)N(C3CCCCC3)CC(=O)N2C2CC2)cc1OC (stereo not drawn)	1	-9	0.9	1	-6	4	0	8	1	1.1
COc1ccc(NC(=O)c2cccnc2Nc2ccccc2)cc1	0.9	-12	0.7	1.1	-1	-6	0	30	0.9	1
CCN(CC)CCN1C(=O)C(=O)/C(=C(/O)c2ccc(OCC(C)C)cc2)C1c1ccncc1 (stereo not drawn)	1.1	-12	1	1	-1	.	12	-4	1.1	1
